# CASP6 VEID inh: inhibitors of human caspase-6; purified caspase-6, Z-VEID-R110 cleavage fluorescence; AID 686996; inhibition, % at 12.5 µM; P55212; actives 0.53% (n = 350,000);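 active = mean inhibition across replicates at least about 35%, with every replicate also reaching that limit, limit read from the data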;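 note: 0% = median of neutral control wells and 100% = no fluorescence left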
# Target sequence (P55212 24-179 limits assumed): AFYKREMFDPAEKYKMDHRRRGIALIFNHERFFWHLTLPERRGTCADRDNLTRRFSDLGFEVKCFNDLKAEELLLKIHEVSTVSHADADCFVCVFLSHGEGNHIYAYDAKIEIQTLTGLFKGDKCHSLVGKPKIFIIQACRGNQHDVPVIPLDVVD
# Target sequence (P55212 194-293 limits assumed): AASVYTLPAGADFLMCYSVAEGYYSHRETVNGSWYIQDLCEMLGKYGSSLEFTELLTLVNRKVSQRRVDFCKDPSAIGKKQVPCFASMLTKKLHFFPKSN
# SIRT5 inh: sirtuin-5 (human) deacylase inhibition; inhibition, % at 15 µM; Q9NXA8; Purified SirT5, succinyl-peptide AMC, trypsin-coupled fluorescence; AID 652115; actives 1.1% (n = 330,000); in the data active = inhibition above about 15%
# Target sequence (Q9NXA8 whole entry, looked up): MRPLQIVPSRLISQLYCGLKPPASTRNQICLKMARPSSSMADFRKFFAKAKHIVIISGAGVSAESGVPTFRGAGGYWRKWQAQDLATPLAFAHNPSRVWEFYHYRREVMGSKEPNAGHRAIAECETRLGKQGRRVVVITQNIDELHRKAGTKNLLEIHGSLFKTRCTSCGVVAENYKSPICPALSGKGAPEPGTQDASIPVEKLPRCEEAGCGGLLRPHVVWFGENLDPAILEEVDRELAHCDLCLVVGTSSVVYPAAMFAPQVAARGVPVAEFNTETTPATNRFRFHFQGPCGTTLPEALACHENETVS
# C2C12 statin: suppressors of simvastatin-induced myotoxicity in C2C12 myotubes; ATP luminescence, 48 h; scaled: DMSO 0, geranylgeraniol control 100; actives 0.78% (n = 330,000); rescue of ATP level, % at 7.49 µM;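 active = mean ATP rescue above about 67%, or every replicate alone reaching that limit, limit read from the data, passing the limit was not always enough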;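 note: myotubes were challenged with 10 µM simvastatin during compound exposure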
# FN deposition inh: fibronectin deposition inhibition; AH1F fibroblasts, Alexa488-fibronectin deposition fluorescence, overnight; inhibition, % at 12.6 µM; actives 0.086% (n = 350,000);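 active = mean inhibition across replicates of 30% or more, regardless of how many single replicates reach that level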;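 note: positive control wells lacked labelled fibronectin entirely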
#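 Assay system: AH1F fibroblasts assembling fluorescent fibronectin matrix; Amount: 10000 AH1F cells per well; Buffer or medium: DMEM, 2% serum; Probe or stimulus: Alexa488-fibronectin, 24 nM final in well; Doses: single compound dose, delivered by pin transfer; Incubation: 1 h adhesion, overnight exposure; Measured by: fluorescence 485/525 nm; Read-out: fibronectin deposition inhibition.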
# S100A4 MyoIIA: inhibitors of human S100A4 binding to myosin IIA peptide | P26447 | S100A4/TAMRA-MyoIIA peptide fluorescence polarization | inhibition, % at 10.7 µM | actives 0.14% (n = 360,000) | AID 652163;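 active = mean inhibition of at least 70% across replicates, with every replicate also reaching that level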
# Target sequence (P26447 whole entry, looked up): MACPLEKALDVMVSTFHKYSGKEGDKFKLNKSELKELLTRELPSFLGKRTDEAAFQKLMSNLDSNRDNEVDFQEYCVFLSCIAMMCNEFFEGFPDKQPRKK
#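 Test system: S100A4 monomer protein. Medium: HEPES buffer with Ca2+, pH 7.2. Reagent: fluorescent myosin IIA peptide, 5 nM. Compound dosing: single-point compound testing. Timing: 5 min between mix addition and reading. Benchmarks: DMSO neutral and TFP positive wells.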
# esBAF inh: blocks esBAF chromatin remodeling in mouse ES cells; actives 2% (n = 350,000); Bmi1-luciferase knock-in reporter, 24 h; 100% = twice the neutral-well signal; reporter increase, % at 12.5 µM; AID 602393; in the data active = activation above about 40%;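 note: 0% = median of the plate's neutral control wells and 100% = double that signal; a rise in the Bmi1 reporter signal indicates esBAF inhibition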
# LGR2 inh: inhibitors of bursicon-induced Drosophila LGR2 receptor cAMP signaling | actives 0.35% (n = 380,000) | inhibition, % at 9.99 µM | HEK293 LGR2, CRE-luciferase, bursicon-stimulated, 4 h;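 active = drop in luminescence signal, shown as inhibition above about 50% in the replicate tests, limit read from the data, passing the limit was not always enough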;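 note: agonist challenge used bursicon conditioned medium at about half maximal strength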
# Numbers without * were called inactive; / = no result given.
# The opening 5 records as a preview:
SMILES,CASP6 VEID inh,SIRT5 inh,C2C12 statin,FN deposition inh,S100A4 MyoIIA,esBAF inh,LGR2 inh
CCOC(=O)NCc1ccc2[nH]c(C)cc2c1,3.0,-0.3,-5.0,6.3,13.2,-17.0,12.0
CC(O)[C@H]1CNCCN1CCc1cc(C(F)(F)F)cc(C(F)(F)F)c1 (stereo partly drawn),-3.1,-1.1,-9.7,-3.8,3.5,-4.7,5.6
CC(=O)Nc1ccc(S(=O)(=O)N(C)CC(=O)N/N=C/c2cccc(O)c2)cc1,-2.2,-5.7,-4.1,6.0,-6.5,-4.9,17.1
NC(=O)c1nsc(C(=O)N(c2ccccc2)C(C(=O)NC2CCCC2)c2ccncc2)c1N (stereo not drawn),-2.4,-3.6,-23.5,-2.0,-14.3,2.3,11.6
C/C(=N\Nc1cc(C)nc(-c2ccccc2O)n1)c1ccccc1O,-1.4,-2.0,-221.7,4.2,-2.0,1.2,2.7

# The whole of this part (from the top)
SMILES,CASP6 VEID inh,SIRT5 inh,C2C12 statin,FN deposition inh,S100A4 MyoIIA,esBAF inh,LGR2 inh
CCOC(=O)NCc1ccc2[nH]c(C)cc2c1,3.0,-0.3,-5.0,6.3,13.2,-17.0,12.0
CC(O)[C@H]1CNCCN1CCc1cc(C(F)(F)F)cc(C(F)(F)F)c1 (stereo partly drawn),-3.1,-1.1,-9.7,-3.8,3.5,-4.7,5.6
CC(=O)Nc1ccc(S(=O)(=O)N(C)CC(=O)N/N=C/c2cccc(O)c2)cc1,-2.2,-5.7,-4.1,6.0,-6.5,-4.9,17.1
NC(=O)c1nsc(C(=O)N(c2ccccc2)C(C(=O)NC2CCCC2)c2ccncc2)c1N (stereo not drawn),-2.4,-3.6,-23.5,-2.0,-14.3,2.3,11.6
C/C(=N\Nc1cc(C)nc(-c2ccccc2O)n1)c1ccccc1O,-1.4,-2.0,-221.7,4.2,-2.0,1.2,2.7
CCOC(=O)C1CCN(S(=O)(=O)c2ccc(C(C)(C)C)cc2)CC1,0.0,10.2,/,3.3,-1.8,/,10.7
O=C(NCc1ccc(F)cc1)C1CCN(S(=O)(=O)N2CCCCC2)CC1,-0.5,-0.1,4.9,/,5.1,-10.4,-1.8
N#Cc1ccccc1NS(=O)(=O)c1cc2c3c(c1)CCC(=O)N3CCC2,0.6,-1.8,4.5,-6.1,-1.8,1.4,5.5
C[C@@H]1CN([C@H](C)CO)C(=O)c2cccc(NC(=O)Nc3ccccc3)c2O[C@@H]1CN(C)S(=O)(=O)c1ccc(F)cc1,0.5,-1.7,26.7,/,13.8,4.0,1.5
CCOc1ccc(S(=O)(=O)N/N=C(\C)c2ccc3c(c2)OCO3)cc1,4.9,-1.3,5.5,0.2,-5.9,-1.7,-6.1
Cc1cc([N+](=O)[O-])nn1CCCC(=O)NC1CCCCC1,-1.1,-2.7,6.6,2.6,1.6,-8.0,8.2
Cc1c(Br)c(C(F)(F)F)nn1CC(=O)NCCN1CCOCC1,/,/,3.9,-13.6,/,-0.2,/
CO[C@@H]1CN(C)C(=O)c2ccc(NC(=O)NC(C)C)cc2OC[C@H](C)N(CCC(F)(F)F)C[C@@H]1C,0.9,4.5,6.4,1.5,-2.0,4.2,2.1
Cc1noc(C)c1S(=O)(=O)N(C)C[C@H]1Oc2ccc(NC(=O)Nc3ccc4c(c3)OCO4)cc2C(=O)N([C@@H](C)CO)C[C@H]1C,-0.1,4.3,6.4,-5.8,-25.4,1.3,34.1
Cc1ccc(NC(=O)COc2ccc3c(c2)OCO3)c(Cl)c1,-1.4,-20.6,-0.6,3.1,-5.4,47.8*,-56.8
CN(C(=O)CSc1nccc(=O)[nH]1)C1CCCCC1,0.1,-1.2,-1.4,-1.8,0.9,-1.1,-16.9
CCOCCCNC(=O)c1[nH]c(C)c(C(C)=O)c1C,/,/,-10.0,-1.8,/,17.4,/
O=C(CN1C(=O)C2C3C=CC(C3)C2C1=O)Nc1ccc(C(=O)O)cc1 (stereo not drawn),/,/,-3.4,-1.7,/,0.9,-4.3
COC(=O)c1ccc(CSc2nc(-c3ccccc3)cs2)o1,4.6,-1.6,-9.9,/,-3.4,31.1,-14.4
Cn1c(/C(C#N)=C(\O)COc2ccc3ccccc3c2)nc2ccccc21,3.6,-2.5,-25.8,/,-1.3,1.9,11.8
O=[N+]([O-])c1cc(CN(CCO)CCO)ccc1O,24.6,10.9,/,7.9,-3.2,/,10.3
O=[N+]([O-])c1cccc(Oc2ncccc2[N+](=O)[O-])c1,1.5,-1.7,-3.3,0.9,7.1,-0.2,-23.2
CCOC(=O)c1oc2ccc(S(=O)(=O)n3nc(-c4ccc(C)cc4)cc3N)cc2c1C,/,/,/,1.3,1.4,-6.0,-2.5
O=C(O)CCSc1nc2ccccc2n1CCOc1ccccc1,0.4,1.4,-18.7,/,-3.1,-11.5,-2.9
Cc1ccc(OCC(=O)Nc2ccc3c(c2)OCO3)cc1C,1.9,1.8,2.7,7.2,2.7,9.6,-8.2

# (next part)
SMILES,CASP6 VEID inh,SIRT5 inh,C2C12 statin,FN deposition inh,S100A4 MyoIIA,esBAF inh,LGR2 inh
COc1ccc(CNC(=O)c2ccc(NC(=O)CC3SC(N4CCCC4)=NC3=O)cc2)cc1 (stereo not drawn),/,/,1.9,2.3,/,0.4,/
C[C@H](CO)N1C[C@H](C)[C@@H](CN(C)Cc2ccncc2)Oc2ccc(NC(=O)CCC(F)(F)F)cc2C1=O,-1.6,-2.7,19.2,/,-2.6,0.5,/
CC(C)(C)NC(=O)/C(=C/c1cccnc1)NC(=O)c1ccco1,-1.0,-3.1,/,-9.4,1.7,/,4.5
COc1ccc(CN2C(=O)C(O)(CC(=O)c3ccc4c(c3)OCO4)c3ccccc32)cc1OC (stereo not drawn),/,/,0.8,12.5,/,-5.8,-9.7
CCC1(CC)NC(=O)N(CC(=O)OC(C)C(=O)Nc2cc([N+](=O)[O-])ccc2OC)C1=O (stereo not drawn),-0.2,-2.6,-1.7,4.3,0.0,-3.1,6.6
O=C(CC[C@H]1O[C@@H](n2ccc(=O)[nH]c2=O)[C@H](O)[C@@H]1O)N[C@H](Cc1ccccc1)C(=O)NCc1cccs1,0.5,-0.4,5.2,-3.0,0.5,-6.8,-0.6
C[C@H](CO)N1C[C@H](C)[C@@H](CN(C)Cc2ccccc2)Oc2ccc(NC(=O)CCN3CCOCC3)cc2CC1=O,1.8,1.2,-7.6,/,6.3,2.7,-9.5
CC1(N(O)/C=C2\C=CC=CC2=O)CCCCC1=O (stereo not drawn),-2.1,-1.6,6.4,4.9,0.8,2.0,2.8
CCCN1CCN(C(=O)c2cc3c(s2)-c2ccccc2OC3)CC1,0.7,/,0.4,9.4,-1.3,15.7,-32.0
COc1ccc2c3c([nH]c2c1)[C@@H](CO)N(C(=O)c1ccncc1)CC31CCN(C(=O)Nc2cccc(F)c2)CC1,1.5,2.2,/,/,12.9,/,20.6
Cc1nnc2n(c1=O)N=C(c1ccc(Cl)cc1)CS2,0.7,-4.3,/,-3.7,1.1,/,-12.1
Cc1ccc(C(=O)N(c2c(C)n(C)n(-c3ccccc3)c2=O)C(C)C)cc1,3.0,-2.8,1.3,/,1.9,-4.9,-14.6
O=C1O[C@H](c2ccccc2)[C@H](c2ccccc2)N2[C@H]1[C@@H](C(=O)N1CCN(c3ncccn3)CC1)[C@]1(C(=O)Nc3ccc(C#CC4=CCCCC4)cc31)[C@H]2c1ccc(OCCO)cc1,0.1,11.8,/,/,-3.8,/,/
Cc1ccnc(NC(=O)CCN2C(=O)c3ccccc3S2(=O)=O)n1,5.4,-2.0,8.9,14.0,10.4,-3.7,0.4
CCCC(=O)OC[C@H]1CN(C2CCCC2)S(=O)(=O)c2c(Oc3ccccc3)cccc2O1,-3.2,-2.5,/,5.5,-1.1,/,-10.5
O=C(Nc1cccnc1)c1cc(-c2cc(Cl)ccc2O)n[nH]1,-1.9,/,/,-4.9,1.4,/,-49.3
CCS(=O)(=O)c1ncc(Cl)c(C(=O)Nc2ccc(S(=O)(=O)N(C)c3ccccc3)cc2)n1,-1.1,-2.1,-657.2,67.3*,20.9,-75.6,9.1
Cc1ccc(Cc2nnc(SCC(=O)Nc3c(C)cccc3C)[nH]c2=O)cc1,0.0,-0.8,1.6,2.5,-12.9,1.7,2.1
CN(C)c1ccc(-c2nnn(CC(=O)N3c4ccccc4CCc4ccccc43)n2)cc1,1.1,-8.4,61.9,/,-0.8,-6.1,-5.6
Clc1ccc(-c2c[nH]c3ccccc23)nn1,0.3,-0.4,-2.1,3.3,-5.8,26.9,-25.1
O=c1[nH]cnc2c1ncn2[C@@H]1C[C@@H](O)[C@H](CO)O1,-1.8,-4.7,-9.3,6.7,-1.7,-1.4,-0.9
OC1CCCC1NCc1ccnc2cc(Cl)ccc12 (stereo not drawn),1.2,7.6,1.0,1.8,-1.3,-1.2,-6.4
COc1ccc(CC(N)c2csc(NC(=O)NC(c3ccccc3)c3ccccc3)n2)cc1 (stereo not drawn),-0.7,0.0,6.9,-14.9,-2.2,1.8,-3.3
COCCn1c(SCC(=O)NC2CCCCC2C)nc2ccccc2c1=O (stereo not drawn),-3.7,0.2,-14.9,-6.4,2.6,4.9,14.2
COc1cc(-c2nnc(-c3ccccc3)o2)cc(OC)c1OC,/,/,-14.9,5.3,/,6.1,/

# (further entries)
SMILES,CASP6 VEID inh,SIRT5 inh,C2C12 statin,FN deposition inh,S100A4 MyoIIA,esBAF inh,LGR2 inh
COc1ccc2nc(NC(=O)C3=NN(c4ccccc4)C(=O)CC3)sc2c1,-1.3,-12.0,/,0.2,-4.8,/,-8.6
CN(C)C(=O)c1cccc(-c2ccc([C@H]3[C@H](C#N)N(C(=O)C4CCC4)[C@H]3CO)cc2)c1,0.2,-3.3,7.8,-5.2,-0.2,-2.6,23.8
Cc1ccc(S(=O)(=O)N[C@@H]2CC[C@H](CCn3cc(-c4ccccc4F)nn3)O[C@H]2CO)cc1,-0.8,-1.6,4.7,/,2.1,13.4,13.9
COc1cccc(CNC(=O)CCNC(=O)N2CC(=O)Nc3ccccc32)c1,4.4,/,7.3,4.8,0.0,-1.7,-1.5
CN(C)c1ccc(C2(O)C(=O)c3ccccc3C2=O)cc1,0.3,-2.4,9.9,-1.8,-2.1,1.5,0.4
CC(=O)N1CC=CC1(C)C(=O)NCc1cc(F)cc(C(F)(F)F)c1 (stereo not drawn),-2.2,3.1,9.0,6.6,-6.2,-3.1,-2.3
Cc1oc(-c2cc(F)ccc2F)nc1CN1CCN(C)C(=O)[C@@H]1C,0.1,2.3,/,2.7,-2.5,/,-18.1
O=C(NCC[C@H]1CC[C@@H](NS(=O)(=O)c2cccc(Cl)c2)[C@@H](CO)O1)c1cnccn1,-3.9,2.7,6.9,-2.0,11.6,-3.1,-10.9
CN(C(=O)CN1CCN(c2cc(-c3ccc(OCc4ccccc4)cc3)ncn2)CC1)c1ccccc1,0.5,-2.2,20.8,-6.8,-4.3,-10.9,25.3
C[C@H]1CN([C@@H](C)CO)S(=O)(=O)c2ccc(-c3ccc(C(=O)N(C)C)cc3)cc2O[C@@H]1CN(C)Cc1ccccc1C(=O)O,-0.2,5.0,6.1,-1.4,10.7,-0.9,3.0
C[C@@H]1CN([C@@H](C)CO)C(=O)c2cccc(NC(=O)NC3CCCCC3)c2O[C@@H]1CN(C)Cc1ccc2c(c1)OCO2,/,/,-5.7,2.1,/,-6.7,7.5
Cn1cc(/C=N/NC(N)=S)c2ccccc21,-1.3,/,/,1.7,0.3,/,25.6
CCOC(=O)c1c(NC(=O)C(C)OC(=O)c2ccc(NC(=O)CC#N)cc2)sc2c1CCCC2 (stereo not drawn),-3.9,6.4,-21.6,-8.1,7.0,-4.4,9.6
Oc1oc(-c2ccco2)nc1C=Nc1cccc(Cl)c1,/,/,18.1,/,/,0.2,-15.3
Cc1ccc(SCC(=O)Nc2cc(C)on2)cc1,/,/,-32.9,-16.1,/,4.1,/
CN1C(C)(C)CC(=NOC(=O)c2ccccc2)CC1(C)C,/,/,2.6,-6.7,/,1.0,/
C[C@H](O)C#Cc1ccc2c(c1)O[C@@H](CN(C)C(=O)C1CCCCC1)[C@H](C)CN([C@@H](C)CO)S2(=O)=O,1.8,5.4,-14.1,/,-3.2,3.7,7.5

# This is a subset (hit frequency here may not be typical).
